# beta cell repl: inducers of beta-cell replication in MIN6 cells; MIN6 cells proliferation, ATPlite luminescence, 48 h; cells starved in 0.2% serum; 100% = growth in 10% serum; proliferation, % at 10 µM; hit rate 0.29% among 330,000; AID 2380;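 active = compounds whose signal lies at least 3.5 SD above the mean of all wells on their plate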;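 also: 0% = DMSO-treated cells in low-serum medium and 100% = 10% serum control; some compounds called inactive have numbers as strong as hits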
# mIAP activ: increases mouse intestinal alkaline phosphatase activity; muIAP, CDP-Star luminescence, 30 min; stronger effect = higher value; 1 = vehicle-only enzyme signal, 0 = enzyme-free wells; activation factor at 10 µM; hit rate 0.24% among 330,000;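 active = activation factor of at least 2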; also: the source names both 10 and 20 µM as test concentration; values of inactives mirror those of a sister screen read the other way
#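 Assay system: mouse IAP enzyme / Compound: DMSO-dissolved test compounds / Timing: 30 min, room temperature / Measured by: luminescence from enzymatic CDP-Star hydrolysis / Control set: DMSO-only wells, enzyme-free buffer wells as negative control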
# GRIN3A LBD mod: modulates the human NR3A ligand-binding domain; NR3A LBD differential scanning fluorimetry, Tm shift; 0% = protein alone, 100% = glycine-bound protein; Tm shift relative to glycine control, % at 25 µM; hit rate 2.5% among 340,000;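 active = melting temperature shift of at least 10% of the positive control shift, at one fixed dose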
# mIAP inh: mouse IAP inhibition; AID 2806; purified mouse IAP, CDP-Star luminescence, 30 min; inhibition, % at 10 µM; hit rate 0.2% among 330,000;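 active = inhibition of at least 40% at 10 µM in the primary screen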;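 also: plate controls were DMSO with enzyme for no effect and no enzyme wells for full effect; values of inactives mirror those of a sister screen read the other way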
# hIAP activ: human IAP activation; hit rate 0.16% among 330,000; activation factor at 10 µM; AID 2524; purified human IAP, CDP-Star luminescence, 30 min; stronger effect = higher value; 1 = vehicle-only enzyme, 0 = enzyme-free background; P09923;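 active = activation factor of the enzyme at least 2-fold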; also: the source names both 10 and 20 µM as test concentration; values of inactives mirror those of a sister screen read the other way
# Target sequence (P09923 whole entry, looked up): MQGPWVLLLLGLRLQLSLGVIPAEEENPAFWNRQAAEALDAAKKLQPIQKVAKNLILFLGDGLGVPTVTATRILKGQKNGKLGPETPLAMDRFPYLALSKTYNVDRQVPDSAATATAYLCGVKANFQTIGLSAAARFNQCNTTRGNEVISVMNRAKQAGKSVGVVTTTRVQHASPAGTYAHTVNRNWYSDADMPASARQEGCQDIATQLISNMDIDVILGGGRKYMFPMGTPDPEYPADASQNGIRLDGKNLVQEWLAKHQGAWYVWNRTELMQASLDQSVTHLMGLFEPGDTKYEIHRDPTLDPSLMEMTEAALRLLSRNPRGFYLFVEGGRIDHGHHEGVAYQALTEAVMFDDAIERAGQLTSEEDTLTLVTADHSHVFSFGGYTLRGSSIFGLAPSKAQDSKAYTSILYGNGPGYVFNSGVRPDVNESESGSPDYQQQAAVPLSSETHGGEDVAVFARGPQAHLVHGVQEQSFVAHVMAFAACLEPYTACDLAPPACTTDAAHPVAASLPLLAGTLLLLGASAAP
# APOBEC3G inh: inhibitors of human APOBEC3G DNA deaminase | recombinant A3G, ssDNA deamination FAM/TAMRA fluorescence | inhibition, % at 20 µM | hit rate 0.28% among 330,000;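 active = inhibition of at least 40% at 20 µM, with no more than 30% in the related APOBEC3A deaminase screen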;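 also: plate controls were DMSO wells with A3G for no effect and wells lacking A3G enzyme for full effect; some compounds called inactive have numbers as strong as hits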
# Target sequence (Q9HC16 whole entry, looked up): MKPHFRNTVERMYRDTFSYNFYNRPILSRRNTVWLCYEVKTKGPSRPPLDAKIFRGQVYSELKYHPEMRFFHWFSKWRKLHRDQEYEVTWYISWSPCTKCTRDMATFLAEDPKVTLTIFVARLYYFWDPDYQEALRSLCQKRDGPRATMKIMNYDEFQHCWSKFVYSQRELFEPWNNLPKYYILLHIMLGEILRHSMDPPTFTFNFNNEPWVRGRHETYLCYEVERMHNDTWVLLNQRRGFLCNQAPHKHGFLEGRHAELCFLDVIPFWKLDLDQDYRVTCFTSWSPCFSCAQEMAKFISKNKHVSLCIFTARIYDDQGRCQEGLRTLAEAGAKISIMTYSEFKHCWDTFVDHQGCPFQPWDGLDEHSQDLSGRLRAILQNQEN
# APOBEC3A inh: blocks human APOBEC3A ssDNA deamination. recombinant A3A, FAM/TAMRA ssDNA deamination fluorescence. AID 493011. inhibition, % at 20 µM. hit rate 0.41% among 330,000;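 active = at least 40% inhibition at 20 µM here, with at most 30% in a related deaminase screen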;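 also: plate controls were A3A with DMSO for no effect and wells lacking A3A enzyme for full effect; some results filed as inactive read as strong as hits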
# Target sequence (P31941 whole entry, looked up): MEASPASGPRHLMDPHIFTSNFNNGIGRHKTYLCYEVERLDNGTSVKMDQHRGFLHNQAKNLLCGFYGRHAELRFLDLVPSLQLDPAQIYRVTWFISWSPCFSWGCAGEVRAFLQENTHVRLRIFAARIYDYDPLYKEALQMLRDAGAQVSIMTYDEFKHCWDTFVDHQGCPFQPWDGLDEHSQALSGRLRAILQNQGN
# hIAP block: blocks human intestinal alkaline phosphatase; P09923; purified IAP, CDP-Star luminescence, 30 min; inhibition, % at 10 µM; hit rate 0.12% among 330,000; AID 2544;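 active = inhibition reaching a set limit with compound at 10 µM in the primary screen, cut at about 35% in these data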;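 also: plate controls were DMSO wells with enzyme for no effect and no-enzyme buffer wells for full effect; values of inactives mirror those of a sister screen read the other way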
# MPTP block: blocks calcium-induced mitochondrial swelling. isolated mouse mitochondria, Ca2+ swelling absorbance, 30 min. inhibition, % at 10 µM. hit rate 1.4% among 360,000;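 active = inhibition of 50% or more, scaled per plate between neutral and stimulator controls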;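 also: 0% = DMSO wells given calcium and 100% = 1 mM EGTA wells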
# An asterisk follows results filed as active; · = not tested or not shown. Outcome played no part in choosing rows (roughly 5% active in at least one column).
SMILES,beta cell repl,mIAP activ,GRIN3A LBD mod,mIAP inh,hIAP activ,APOBEC3G inh,APOBEC3A inh,hIAP block,MPTP block
Cc1cc(C)c(-c2cc(NC(=O)CSc3nncn3C)n(-c3ccccc3)n2)cc1C,0,0.99,-2,1,1.2,-3,-2,-16,0.4
O=C(CSCc1ccccc1Cl)Nc1ccc(C(=O)O)cc1,-2,0.9,-1,10,0.85,-4,-2,15,-0.5
O=c1[nH]c2ccc(NC(=S)NCCc3ccccc3)cc2[nH]1,3,1.1,1,-12,1.1,-1,-6,-7,-0.4
O=C(N/N=C/c1ccccc1C(=O)O)c1cc(-c2ccc3c4c(cccc24)CC3)n[nH]1,2,0.86,-12,14,1,-4,-1,-2,-3.2
COc1cc(OC)cc(-c2nc(-c3ccccc3)no2)c1,1,0.9,2,10,1,-1,-2,-2,3.7
COc1cc(/C=C/C(=O)N[C@@H](Cc2c[nH]c3ccccc23)C(=O)O)ccc1O,2,1,0,-1,0.95,-3,0,5,1.4
COc1ccc(C2=NS(=O)(=O)N(C)C(C(=O)NCc3ccc(F)cc3)=C2)cc1OC,0,0.96,-3,4,0.94,-5,-2,6,-0.5
CCCCOC(=O)c1ccc(N/C(=N\S(=O)(=O)c2ccccc2)c2ccccc2)cc1,0,0.96,-5,4,0.97,-5,0,3,-12
COc1cc(C)ccc1OCCOCCOc1c(C)cc(C)cc1Br,-2,0.96,0,4,0.93,-4,0,7,1.0
CN(C)Cc1cnc2ccc(Cl)cn12,-1,1,1,-1,1,-8,-3,0,0.4
Cc1[nH]nc(-c2ccc(O)cc2O)c1-c1ccc(Cl)cc1,-5,1.1,23*,-6,0.82,-4,-1,18,20
Cc1cc(C)c(S(=O)(=O)NC2CC(C)(C)NC(C)(C)C2)cc1C,-1,0.99,1,1,0.81,-1,1,20,-0.2
CCc1cc2c(=O)c(-c3nc4ccccc4n3C)c(COCC(=O)O)oc2cc1O,0,0.96,1,4,0.86,-5,-3,14,-1.8
COc1ccc(-c2nc(CN3CCN(Cc4cccc(F)c4)CC3)c(C)o2)cc1,-2,0.91,-1,9,1.1,-5,-4,-13,-0.1
Cc1ccc(-c2noc(CN(C)C(=O)c3ccc(Br)o3)n2)cc1,-4,1,1,0,1,-6,0,-2,-1.3
CSc1nnc2c3ccccc3n(Cc3ccccc3)c2n1,1,0.91,3,9,1.3,-4,-1,-26,0.8
Cc1ccccc1OCCCN1CCOCC1,-3,1,1,-3,1.1,-6,0,-11,0.6
Cc1cc2ccc(C)c(C)c2nc1SCC(=O)c1cccs1,-5,0.86,2,14,0.88,-5,0,12,1.0
CCOC(=O)c1cnc(SCC(=O)OCC(=O)NC2CCS(=O)(=O)C2)nc1N (stereo unspecified),-4,0.98,2,2,1.1,-10,0,-14,-1.1
O=C(CCN1C(=O)/C(=C\c2cccc(Br)c2)SC1=S)N1CCOCC1,4,0.84,2,16,1.1,-6,-3,-8,3.8
Cc1ccc(C)n1CCN1CCN(CC(=O)Nc2ccc(S(N)(=O)=O)cc2)CC1,0,0.94,4,6,1.1,-1,-2,-7,-1.4
CCCC(=O)Nc1ccc(Cl)c(NC(=O)c2ccc([N+](=O)[O-])cc2Cl)c1,0,0.94,7,6,1.2,0,5,-15,-2.1
CCCC(=O)Nc1ccc(Cl)c(NC(=O)c2cccnc2)c1,-2,1,-1,-5,0.84,-8,-2,16,-0.2
CO/N=C/C(=N\Nc1ccc(OC)cc1)C(=O)c1ccc(OC)cc1,-4,0.91,-7,10,1.1,2,2,-8,0.3
O=C(NCc1cccs1)c1nc(-c2cccs2)no1,-1,1.1,-2,-6,1.1,6,2,-9,3.4
Cc1noc(C(=O)Nc2ccccc2C(F)(F)F)c1Cl,-2,0.99,0,1,1.2,-5,-1,-25,-0.6
CC(=O)N1CCN(CC(O)COc2ccc(Br)cc2)CC1 (stereo unspecified),-1,1.1,0,-5,0.84,-2,-2,16,-0.2
CCCc1cc(=O)oc2cc(OCC(=O)NC3CCN(Cc4ccccc4)CC3)ccc12,-4,0.96,1,4,1,-6,-3,-2,-4.2
CC1(C)CC(=O)C2=C(C1)C(c1cn(-c3ccccc3)nc1-c1ccccc1)C(C#N)=C(N)O2 (stereo unspecified),-6,1.1,-2,-9,1,-4,-2,-1,1.4
COCCNC(=O)c1sc2ncn(CC(=O)N3CCCCC3)c(=O)c2c1C,-3,1.2,-2,-16,0.97,2,-8,3,-2.1
O=c1c(C(c2ccc(F)cc2)c2c(O)nc3n(c2=O)CCCS3)c(O)nc2n1CCCS2,-1,0.95,3,5,1,-2,2,-4,5.1
COc1cc(/C=C/C(=O)c2ccc3c(c2)OCCO3)cc(OC)c1OC,-5,1,-1,-3,0.81,-4,-4,19,-0.6
CCC1CCCCN1CCCNC(=O)c1cc2c(=O)oc3ccc(C)cc3c2s1 (stereo unspecified),-8,0.94,-2,6,1.1,-3,-1,-7,4.4
O=C(Cc1ccc(Cl)cc1)Nc1nc2ccccc2[nH]1,0,0.78,1,22,1.6,-7,-22,-61,-0.3
O=S(=O)(c1ccc(F)cc1)n1ccc(-c2cnc(-c3ccccc3)s2)n1,-5,0.95,1,4,0.95,2,14,5,2.2
CCOC(=O)C1CCCN(C(=O)COC(=O)C2=COCCO2)C1 (stereo unspecified),-1,0.99,-2,1,1,-7,5,-4,2.9

# One compound at a time, as listed above. Values in the order: beta cell repl | mIAP activ | GRIN3A LBD mod | mIAP inh | hIAP activ | APOBEC3G inh | APOBEC3A inh | hIAP block | MPTP block
# Results for Cc1noc(C(=O)Nc2ccccc2C(F)(F)F)c1Cl → -2 | 0.99 | 0 | 1 | 1.2 | -5 | -1 | -25 | -0.6
# Results for CC(=O)N1CCN(CC(O)COc2ccc(Br)cc2)CC1 (stereo unspecified) → -1 | 1.1 | 0 | -5 | 0.84 | -2 | -2 | 16 | -0.2
# Results for COCCNC(=O)c1sc2ncn(CC(=O)N3CCCCC3)c(=O)c2c1C → -3 | 1.2 | -2 | -16 | 0.97 | 2 | -8 | 3 | -2.1
# Results for O=S(=O)(c1ccc(F)cc1)n1ccc(-c2cnc(-c3ccccc3)s2)n1 → -5 | 0.95 | 1 | 4 | 0.95 | 2 | 14 | 5 | 2.2

# Later entries:
SMILES,beta cell repl,mIAP activ,GRIN3A LBD mod,mIAP inh,hIAP activ,APOBEC3G inh,APOBEC3A inh,hIAP block,MPTP block
Cc1cc(C)n(C2CCCCC2OC(=O)CCc2ccccc2)n1 (stereo unspecified),7,0.91,0,9,0.9,1,-3,10,1.5
CN(C)S(=O)(=O)c1ccc(C(=O)Nc2ccnn2C2CCCCC2)cc1,0,0.94,-1,6,1.1,-5,-1,-15,4.5
COc1ccc(S(=O)(=O)N2CCCN(Cc3cccc(F)c3)CC2)cc1,-2,1,-1,-2,1.2,-10,-7,-17,-0.2
CC(NC(=O)OC1CCCCC1)N1C(=O)C2C3C=CC(C3)C2C1=O (stereo unspecified),-1,1,2,-4,1,1,0,0,1.1
CN(C(=O)c1ccc2c(c1)S(=O)(=O)N=C1CCCCCN12)c1ccccc1,-5,1.1,0,-6,1.3,-4,2,-31,-0.8
COc1ccc(CCNC(=O)CCCOc2ccc(C)cc2)cc1OC,0,1,-3,-3,1.1,-5,-2,-12,0.1
C[C@H](CO)N1C[C@H](C)[C@@H](CN(C)C(=O)Nc2ccccc2)Oc2ccc(NC(=O)Cn3cnnn3)cc2C1=O,-1,1,2,-2,1.2,-4,0,-15,0.8
c1cnc(N2CCN(Cc3ccc4c(c3)OCO4)CC2)cn1,-3,1.1,0,-12,1,-1,-1,-2,0.5
O=C(O)Cc1ccc(O)cc1,2,1,-2,-2,1.1,-5,2,-7,0.1
CCN(CC(=O)Nc1ccccc1OC)C(=O)c1ccc(NC(=O)c2cccs2)cc1,0,1,1,-5,1.1,-2,9,-13,-2.7
CCOc1cc(CN2CCCCCC2)ccc1OC,-1,0.84,-1,16,1.5,-3,-5,-52,-1.3
O=C1CCCC(O)=C1N=Nc1ccc2ncsc2c1,0,0.98,0,2,1.1,-1,3,-10,1.0
CCCC(=O)NC(c1ccco1)c1cc([N+](=O)[O-])c2cccnc2c1O (stereo unspecified),-5,0.8,-11,20,1,12,27,-5,-3.8
Cc1ccccc1NC(=S)NCCc1c[nH]c2ccccc12,-6,1.1,-10,-14,0.87,-9,-3,13,2.2
O=C(Nc1ccc(F)c(F)c1)c1ccccc1-c1ccccc1,-4,1.1,3,-7,1,-1,0,-2,0.4
CCNC(=S)N1CCC(NC(=O)C2CCCCC2)CC1,-4,1.1,0,-7,0.96,-3,-7,4,0.5
O=C(Oc1ccc(Br)cc1C(=S)N1CCCCC1)c1cc([N+](=O)[O-])cc([N+](=O)[O-])c1,-2,1,1,-4,0.96,-1,-17,4,-0.4
O=C(O)CSc1nnnn1-c1ccccc1,-2,1,2,0,0.9,-7,0,10,0.1
COc1ccc(Cl)cc1NC(=O)c1cccc(-n2cnnn2)c1,3,0.91,6,9,0.99,-14,48*,0,-0.3
CC(C)(C)OC(=O)N1CCN(c2ccc([N+](=O)[O-])cc2)CC1,-1,0.96,-2,4,0.89,-6,4,11,1.5
CC/C(O)=C1\C(=O)CCCC1=NCc1nc2ccccc2[nH]1,-3,1.1,1,-6,1.1,-4,-3,-6,0.1
N/C(=N\OC(=O)c1cc(Cl)ccc1Cl)c1ccccn1,-5,1.1,-3,-7,0.98,-3,-1,2,2.9
COc1cccc(C(=O)Nc2sc3c(c2C#N)CCN(C(C)=O)C3)c1,-3,0.96,0,4,1.1,10,0,-8,17
Cc1ccccc1CC(=O)NC1CCCc2ccccc21 (stereo unspecified),-2,0.92,3,8,1,-7,-2,-1,1.6
CC(=O)c1ccc(N2CCC(c3cc(-c4ccc(Cl)cc4)n[nH]3)CC2)c([N+](=O)[O-])c1,-6,0.92,14*,8,1.1,-6,-5,-6,45
CC(C)C(=O)N1CCN(c2ccc(NC(=S)NC(=O)c3cc4ccccc4o3)cc2)CC1,-1,0.94,2,6,1,-10,-4,-4,4.8
COc1ccc(C(=O)C[n+]2cn(C(F)F)c3ccccc32)c(F)c1,-1,0.89,6,11,0.92,-5,2,8,-1.1
COC(=O)c1sccc1NC(=O)c1cc(OC)c(OC)c(OC)c1,-2,1.1,1,-9,0.92,-5,-3,8,1.1
CCOC(=O)c1ccc(S(=O)(=O)N2CCN(C(=O)c3cc(=O)c4ccccc4o3)CC2)cc1,1,0.93,-1,7,0.99,-3,3,1,-0.7
CC(NC(=O)C(NC(=O)C1CCCN1C(=O)OC(C)(C)C)C(C)C)C(N)=O (stereo unspecified),-2,0.97,-1,3,0.96,-9,-7,4,-1.5
C#CCOc1nc(Nc2cccc([N+](=O)[O-])c2)nc(OCC#C)n1,2,0.96,-9,4,0.87,-9,-3,13,-0.5
Cc1ccc(O)c(C2=NCCNC(C(F)(F)F)=C2)c1,1,1,-1,-1,1,-2,0,-2,3.7
COc1ccc(OCCN2C(=O)NC(C)(c3ccc(C)cc3)C2=O)cc1 (stereo unspecified),-1,1.1,0,-7,1,1,3,-3,-1.6
Cc1ccc(CNc2ccc(N3CCOCC3)cc2)cc1,-1,1,0,0,1,-2,-2,-1,-0.9
C=CCn1c(COc2cccc3ccc(C)nc23)nnc1SCC(=O)OC,-1,0.9,0,10,1.1,-5,6,-6,-0.1
COC(=O)c1ccccc1SC(CC(=O)c1ccccc1)c1ccc(F)cc1 (stereo unspecified),-4,0.92,3,8,0.91,-2,-3,9,2.2
O=C(NCc1ccco1)/C(=C\c1cccs1)NC(=O)c1cccs1,-1,1,1,-2,0.98,-5,0,2,1.5
O=C(O)c1ccc(Cn2c(SCc3cc(=O)n4cc(Br)ccc4n3)nc3ccsc3c2=O)cc1,1,0.95,·,5,1,-2,-2,0,·

# Screening data deposited in PubChem by Sanford-Burnham Center for Chemical Genomics.
